From PubChem
EWS-Fli block: EWS/Fli-driven NR0B1 reporter inhibitors, primary screen, A673 cells, NR0B1 luciferase, luminescence, MLPCN library; viability-normalised; inhibition, % at 12.6 µM; 350,000 compounds, 0.67% hits;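 active means mean inhibition of at least 50% after viability correction, with every replicate also passing that limit; inconclusive means mean reaches 50% but only one of two replicates passes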;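 further: firefly luciferase signal divided by Alamar Blue viability fluorescence both relative to DMSO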
ERp5 inh: inhibitors of ERp5-driven insulin aggregation, primary screen, biochemical, turbidity, absorbance 650 nm, single point | Protein disulfide-isomerase A6 (Homo sapiens), Q15084 | 350,000 compounds, 0.05% hits | 90 min | inhibition, % at 9.99 µM;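 active means mean replicate inhibition above about 25%, with every replicate also reaching it, limit read from the data, passing the limit was not always enough; inconclusive means only one of those two criteria met; inactive means neither criterion met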
Target sequence (Q15084 whole entry, looked up): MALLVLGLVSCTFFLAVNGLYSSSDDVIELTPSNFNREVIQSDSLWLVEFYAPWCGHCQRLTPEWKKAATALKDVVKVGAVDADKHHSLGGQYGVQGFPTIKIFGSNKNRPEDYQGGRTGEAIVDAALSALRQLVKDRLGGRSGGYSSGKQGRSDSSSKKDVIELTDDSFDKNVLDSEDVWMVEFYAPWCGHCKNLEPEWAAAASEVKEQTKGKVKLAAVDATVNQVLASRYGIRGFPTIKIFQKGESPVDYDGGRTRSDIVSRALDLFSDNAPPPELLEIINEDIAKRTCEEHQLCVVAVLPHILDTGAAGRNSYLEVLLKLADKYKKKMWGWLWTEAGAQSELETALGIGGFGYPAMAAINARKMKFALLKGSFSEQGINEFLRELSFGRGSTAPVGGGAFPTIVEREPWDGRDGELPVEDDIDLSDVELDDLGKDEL
XiGFP reactiv: activators of inactive X chromosome reactivation, primary screen, imaging, XiGFP fibroblasts, GFP high-content imaging, set 2; XiGFP mouse fibroblasts, % GFP-positive cells imaging, 3 d; cells co-treated with 5-aza-dC sensitizer; scaled so ellipticine positive control = 100%; activation, % at 7.58 µM; 360,000 compounds, 0.055% hits; AID 743238, 2013;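 active means mean normalized replicate activation at least 10% and every replicate at or above 10%; inconclusive means only one of the two criteria met; inactive means mean below 10% and not all replicates reach 10%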;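 further: 0% = median of on-plate neutral control wells and 100% = ellipticine 6 µM median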
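Material: XiGFP fibroblasts, SV40-immortalized; Buffer or medium: DMEM containing 5-aza-dC; Compound dosing: single point; Times: 3 days compound exposure.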
PAX8 reporter: inhibitors of PAX8-driven TPO luciferase reporter, primary screen, RMG-I cells, single concentration; SteadyGlo, 24 h; inhibition, % at 12.6 µM; 360,000 compounds, 1.2% hits; AID 652154, 2013;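 active means mean replicate inhibition at least 60% with every replicate also reaching 60%; inconclusive means only one of the two criteria is met; inactive means mean below 60% and not all replicates reaching 60%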;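 further: luciferase light reporting Pax8 driven TPO promoter activity; plate controls were median of neutral control wells for no effect and mitoxantrone controls for full effect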
DENV2 CPE rescue: inhibitors of DENV2 cytopathic effect, primary screen, cell-based, plate reader, single concentration; 350,000 compounds, 1.7% hits; CPE inhibition, % at 9.99 µM; DENV2-infected cells, cytopathic effect rescue; AID 651640, 2012; in the data active means CPE inhibition above about 20%, passing the limit was not always enough; inconclusive means no clear call, values can overlap the other calls; tested in BHK-21 cells;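 further: 0% = median of neutral control wells and 100% = median of positive control wells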
ARNT-TACC3 inh: disruptors of ARNT/TACC3 protein interaction, primary screen, biochemical, AlphaScreen, single concentration; AlphaScreen His-ARNT PAS-B/GST-TACC3 binding, luminescence; TACC3 fragment carries E629A point mutation; 390,000 compounds, 0.66% hits; inhibition, % at 9.99 µM; AID 623870, 2012;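 active means mean inhibition of replicates at least 50% and at least half of replicates each reaching 50%; inconclusive means half or more replicates reach 50% but mean below 50%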;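 further: 0% = complete ARNT plus TACC3 wells and 100% = ARNT alone without TACC3; many hits fall short of the cut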
INS-1E GSIS act: GLuc luminescence reporter in INS-1E cells, primary screen for activators of glucose-dependent secretion of insulin; activation, % at 16.6 µM; AID 743287, 2014; 370,000 compounds, 0.61% hits; INS-1E GLuc reporter insulin secretion, 2-3 h;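 active means lowest replicate activation of at least 40%, so every replicate reaches that level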;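 further: 0% = median of neutral control wells and 100% = median of IBMX positive control wells; some compounds called inactive have numbers as strong as hits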
F508del corr: F508del CFTR correction, initial screen, CFBE line, single point; activity (quench increase), % at 7.58 µM; 350,000 compounds, 0.36% hits; CFBE cells, YFP halide quenching; stimulated with forskolin plus potentiator P3; % fluorescence drop versus neutral controls; AID 720511, 2013;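 active means mean added fluorescence quench of at least 8% versus neutral control, with both replicates also reaching 8%; inconclusive means only one of the mean or replicate conditions met; inactive means mean below 8% and not both replicates reaching 8%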;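 further: cells transiently co-express mutant CFTR-F508del with the halide-sensitive YFP; corrector assay measuring rescue of mutant channel to the surface after 24 h compound exposure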
An asterisk follows results filed as active; ? = inconclusive; · = no result given.

Compound	EWS-Fli block	ERp5 inh	XiGFP reactiv	PAX8 reporter	DENV2 CPE rescue	ARNT-TACC3 inh	INS-1E GSIS act	F508del corr
CC(=O)c1ccc2c(c1)C1C=CCC1C(c1ccc(S(=O)(=O)N3CCOCC3)cc1)N2 (configuration not stated)	·	·	0.3	1.2	·	-5.1	11.8	·
O=C(Nc1ccc2oc(-c3ccncc3)nc2c1)c1ccc(F)cc1	-0.8	2.2	0.2	9.7	-0.6	7.3	0.2	-2.8
Cc1ccc(S(=O)(=O)NCCN2CCN(S(=O)(=O)c3ccccc3Cl)CC2)cc1	9.2	4.2	0.3	1.3	-1.6	6.8	-29.1	-2.5
S=C(/N=c1/sccn1Cc1ccccc1)NC1CC1	7.5	2.4	0.2	-21.7	-3.4	-0.4	-16.4	-0.8
CO[C@@H](CN(C)C(=O)c1cnccn1)[C@H](C)CN([C@@H](C)CO)S(=O)(=O)c1ccc(C)cc1	-4.1	-2.5	0.0	·	-4.9	2.2	17.7	-3.6
CC(=O)c1c(C)nc2ccc(Br)cc2c1C(=O)O	-0.2	-1.5	0.3	15.9	?	-5.0	-4.2	-0.5
O=C(Nc1cccc(F)c1)c1ccc(Br)o1	-60.1	-1.2	0.0	-3.5	-23.8	8.1	-11.2	3.6
COc1ccc(NC(=O)Nc2ccc3c(c2)[C@H]2C[C@H](CC(=O)NCCc4ccccc4)O[C@@H](CO)[C@H]2O3)cc1	11.8	-0.1	0.1	-97.5	-0.6	-2.8	0.6	3.0
COc1cccc(NC(=O)Nc2nc(SC)ns2)c1	-119.1	0.8	0.0	-244.4	-3.8	-13.1	-16.3	1.5
NC(=O)c1cccc([N+](=O)[O-])c1	4.1	-2.1	·	·	-1.3	·	10.9	1.1
CCC(=O)NC[C@H]1[C@@H](c2ccc(-c3ccccc3)cc2)[C@H](CO)N1C(=O)C1CC1	2.5	-0.8	0.0	11.0	-10.4	-9.4	3.3	2.2
COc1ccc(N2C(=O)C3CCCN3C2c2ccccc2F)cc1 (configuration not stated)	-4.8	-4.8	0.3	-0.7	8.7	0.4	10.0	-0.9
COc1ccc(S(=O)(=O)Nc2cccc3c2O[C@H](CN(C)C(=O)Nc2cccc4ccccc24)[C@H](C)CN([C@H](C)CO)C3=O)cc1	5.7	·	0.0	·	·	·	6.3	0.7
NS(=O)(=O)c1ccc(CCNC(=O)CN2CCCCC2)cc1	5.0	-5.1	-0.1	17.8	0.6	7.6	17.2	0.1
C[C@@H]1CN([C@H](C)CO)S(=O)(=O)c2ccc(-c3ccncc3)cc2O[C@@H]1CN(C)Cc1ccncc1	1.9	·	-0.4	·	·	·	1.1	-4.0
COc1cccc(-c2ccc3c(c2)[C@@H]2[C@@H](CCN2S(=O)(=O)c2ccccc2C)[C@@H](CO)N3)c1	5.6	0.7	0.3	7.8	-0.2	-1.6	13.4	4.4
O=C1CN(c2ccc(F)cc2)C(=S)N1c1ccccc1	7.1	-0.2	0.0	1.2	0.7	-10.5	-2.6	1.4
CN(Cc1c(F)cccc1Cl)C(=O)CCc1c[nH]c2ccccc12	18.5	-1.3	0.3	12.7	-3.5	-0.7	-16.6	-2.6
CC(C)NC(=O)Nc1ccc2c(c1)C(=O)N([C@H](C)CO)C[C@@H](C)[C@@H](CN(C)C(=O)Nc1ccc(C(F)(F)F)cc1)O2	-6.5	6.5	0.1	4.5	15.1	-1.9	-30.1	1.4
COc1cc(CNCc2ccccc2Cl)ccc1OCC(=O)NC1CCCCC1	·	-3.0	-0.1	6.3	4.2	-25.4	-4.9	1.2
CC(C)[C@H](NC(=O)c1ccco1)C(=O)Nc1ccc(N2CCCCCC2)cc1	2.7	-7.2	0.1	-6.5	-3.3	·	-4.1	-1.0
O=C(NNS(=O)(=O)c1ccc(Br)cc1)c1csnn1	-13.4	1.5	0.0	5.6	4.1	·	11.2	1.5
CC(C)c1ccc(/C=N/NC(=O)c2nnn(-c3nonc3N)c2CN2CCOCC2)cc1	·	5.3	-0.1	-15.6	-0.8	0.7	-18.3	0.5
O=C(C1CCN(S(=O)(=O)c2ccccc2)CC1)N1CCN(c2ccccc2)CC1	7.6	6.6	0.0	-2.7	14.9	20.7	-3.6	-2.3
O=C(C[C@@H]1CC[C@H](NC(=O)c2ccccc2)[C@H](CO)O1)NCCc1ccncc1	-1.8	-0.9	0.2	·	-1.9	-14.7	5.9	1.9
COc1ccc(/C=C/C(=O)NCC(=O)N/N=C(/C)c2ccc(Cl)cc2)cc1	-0.2	-2.7	0.0	-21.4	-3.4	-3.7	18.9	0.6
CO[C@@H]1CN(C)C(=O)c2cc(NS(C)(=O)=O)ccc2OC[C@@H](C)N(CCC(F)(F)F)C[C@@H]1C	-9.6	1.2	-0.2	·	-4.9	·	31.6	1.9
C[C@H]1CN([C@@H](C)CO)S(=O)(=O)c2ccc(C3=CCCCC3)cc2O[C@H]1CN(C)Cc1cncnc1	9.3	7.3	0.1	·	-1.8	2.0	16.1	-0.7
O=C(c1ccccc1)N1CC[C@H]2[C@H](CO)Nc3ccc(-c4ccccc4F)cc3[C@H]21	7.9	-0.4	0.0	-6.8	-1.3	4.7	0.4	-0.6
C[C@@H]1CN([C@@H](C)CO)S(=O)(=O)c2ccc(C#CC(C)(C)O)cc2O[C@@H]1CN(C)Cc1ccccc1	2.8	1.0	-0.7	·	6.6	-1.6	2.6	0.4

Taken from above.
Entry for `CC(C)[C@H](NC(=O)c1ccco1)C(=O)Nc1ccc(N2CCCCCC2)cc1` under F508del corr: -1.0
Entry for `CC(C)c1ccc(/C=N/NC(=O)c2nnn(-c3nonc3N)c2CN2CCOCC2)cc1` under DENV2 CPE rescue: -0.8
Entry for `O=C1CN(c2ccc(F)cc2)C(=S)N1c1ccccc1` under DENV2 CPE rescue: 0.7

(listing goes on)
Compound	EWS-Fli block	ERp5 inh	XiGFP reactiv	PAX8 reporter	DENV2 CPE rescue	ARNT-TACC3 inh	INS-1E GSIS act	F508del corr
O=C(NCC(c1ccco1)N1CCOCC1)c1ccc([N+](=O)[O-])cc1 (configuration not stated)	-2.4	-8.9	-0.1	13.4	8.4	-11.6	5.0	0.0
CCC1=NC(c2ccc(OC)c(OC)c2)N(O)C1(C)C (configuration not stated)	·	·	0.1	-3.2	·	-8.9	-0.3	·
CCOC(=O)c1c(NC(N)=O)nc2n1CCC2	8.4	2.4	0.4	16.4	-2.0	-3.0	6.9	0.4
O=C(NNC(=O)c1ccccc1Br)c1ccccc1Cl	-30.5	1.9	0.0	-37.5	·	-0.9	5.7	1.7
CC(C)CNc1ncnc2c1ncn2[C@H]1CN(Cc2cccc3ccccc23)C[C@@H](CO)O1	10.9	0.8	0.1	16.2	-5.6	·	·	3.6
COCc1ccc(C(=O)N(C)CC2CCCN(CCc3ccc(OC)cc3)C2)o1 (configuration not stated)	-81.5	2.7	0.0	-194.6	1.3	-7.6	7.1	0.8
CCCn1nc(C(=O)NC2CCCC2)c2ccccc2c1=O	5.6	·	0.0	5.3	-0.5	8.0	57.9*	5.1
CC(=O)c1ccc(NC(=O)C(C)OC(=O)c2ccc(Br)o2)cc1 (configuration not stated)	-2.2	2.9	0.8	-11.8	0.4	-5.1	13.3	2.1
CCNC(=O)[C@@H]1[C@@H](CO)[C@@H]2Cn3c(ccc(-c4ccncc4)c3=O)[C@@H]2N1Cc1cc(F)ccc1F	7.8	1.3	0.1	-50.7	?	10.0	2.5	3.2
CNC[C@@H]1OCCCC[C@@H](C)Oc2ccc(NS(=O)(=O)c3cccs3)cc2C(=O)N([C@@H](C)CO)C[C@H]1C	·	0.8	0.0	-2.4	0.5	-1.0	8.1	0.7
CCn1c(C(=O)O)c(CC(=O)Nc2ccccc2OC)c2ccccc21	8.9	1.2	0.0	19.2	3.8	8.4	-1.0	-0.2
O=C(CN1C(=O)NC2(CCCCC2)C1=O)Nc1ccccc1N1CCCC1	0.4	2.1	-0.1	0.0	?	-9.1	19.7	0.3
Cc1ccnc(N2C(=O)c3ccccc3C2=O)c1	4.0	-0.5	0.7	20.0	-4.6	2.8	-2.2	-0.1
COCC(=O)N1CC2(C1)[C@H](c1ccccc1)[C@@H](CO)N2CCC(F)(F)F	-1.9	5.4	0.0	-9.1	15.3	·	9.4	0.8
CCCCN1CC(=O)N2[C@H]3c4ccccc4OC[C@@H]3[C@H](C(=O)OCC)[C@]2(C)C1=O	-7.0	0.9	-0.1	-17.1	2.7	-11.9	6.5	-0.2
Cc1noc(C)c1NC(=O)N(C)C[C@@H]1Oc2ncc(/C=C/c3ccccc3)cc2C(=O)N([C@@H](C)CO)C[C@H]1C	3.5	5.2	-1.5	-6.9	-3.1	1.6	4.6	2.8
CCC(=O)N1C[C@@H](O)COC[C@@H]2O[C@H](CC(=O)NCc3ccccc3Cl)CC[C@H]21	·	·	0.3	·	1.7	0.0	10.6	-2.0
O=C(CSc1n[nH]c(-c2ccncc2)n1)Nc1ccc(Cl)c(Cl)c1	5.4	-2.5	-0.1	9.4	4.7	10.8	-0.4	1.7
C[C@@H]1CCCCO[C@@H](CN(C)C(=O)c2ccncc2)[C@H](C)CN([C@@H](C)CO)C(=O)c2cc(NC(=O)NC3CCCCC3)ccc2O1	-7.0	·	0.1	5.1	4.8	2.0	8.1	-2.2
Cc1cccc(C(=O)O/N=C/c2ccc(Br)cc2)c1	7.3	1.8	0.3	-17.2	1.2	-1.9	15.0	2.7
CC(C)(C)OC(=O)N1CCC(CC2CC(c3cccc(Br)c3)=NO2)(C(=O)O)CC1 (configuration not stated)	-9.1	2.0	0.1	0.7	?	-4.6	-7.0	-0.5
C[C@@H]1CN([C@H](C)CO)C(=O)c2cc(NS(C)(=O)=O)ccc2O[C@H]1CN(C)S(=O)(=O)c1ccc(Cl)cc1	-1.4	-1.2	0.0	19.7	-6.7	-8.2	20.4	0.6
O=C(CN1CCCSc2ccccc21)N1CCN(S(=O)(=O)c2cccc(F)c2)CC1	3.9	4.7	-0.1	11.0	3.5	-0.4	-30.4	0.2
COc1ccccc1N(C)S(=O)(=O)c1ccc(Cl)c(C(=O)N2CCC(C(N)=O)CC2)c1	6.5	1.0	0.0	-1.5	0.8	0.6	2.4	-5.1
COc1ccc(S(=O)(=O)N(C)C[C@H]2OCCCC[C@@H](C)Oc3ccc(NS(=O)(=O)c4ccccc4)cc3C(=O)N([C@@H](C)CO)C[C@H]2C)cc1	10.2	-0.2	0.0	40.5	56.4*	0.7	-58.3	2.2
Cc1ccc(C(=O)Nc2ccc(C(F)(F)F)n(C)c2=O)cc1	-69.5	-2.4	0.0	-84.7	-4.3	-9.8	-6.7	2.7
